# HP1b chromo inh – blocks HP1-beta chromodomain binding to methylated histone tails. AlphaScreen HP1-beta / biotin-H3K9me3 peptide binding. P83916. actives 0.56% (n = 390,000). Potency, µM (highest dose often 114 µM), inactives show at the highest dose activity change, negative = inhibition, hits mostly inhibitors; also: potency is read from the fitted curve at half-maximal effect; nearly all actives have a fitted effect of over 70% in size; inactives centre near 23
# Target sequence (P83916 whole entry, looked up): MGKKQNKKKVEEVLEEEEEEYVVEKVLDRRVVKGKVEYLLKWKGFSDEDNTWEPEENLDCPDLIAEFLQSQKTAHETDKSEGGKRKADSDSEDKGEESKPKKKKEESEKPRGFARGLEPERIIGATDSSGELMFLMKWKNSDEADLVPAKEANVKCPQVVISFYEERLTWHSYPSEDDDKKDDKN
#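 Compound inhibition of the preformed complex between 50 nM HP1-beta and 50 nM biotinylated H3K9me3 peptide was read by AlphaScreen. Buffer was PBS pH 7.4 with 0.01% Tween-20. Incubations ran 30 min at room temperature, with 10 ug/mL donor/acceptor beads.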
# PI4K2A block – PI4K2A (human) kinase inhibition. actives 0.13% (n = 420,000). activity change, negative = inhibition, % at 76.9 µM. AID 1346378. purified PI4K2A, ADP-Glo luminescence, 1 h; stronger effect = lower value; in the data active = activity change below about -50%; inconclusive = mostly about -30% to -49%;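 also: -100% = wells without enzyme as full effect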
# Target sequence (Q9BTU6 whole entry, looked up): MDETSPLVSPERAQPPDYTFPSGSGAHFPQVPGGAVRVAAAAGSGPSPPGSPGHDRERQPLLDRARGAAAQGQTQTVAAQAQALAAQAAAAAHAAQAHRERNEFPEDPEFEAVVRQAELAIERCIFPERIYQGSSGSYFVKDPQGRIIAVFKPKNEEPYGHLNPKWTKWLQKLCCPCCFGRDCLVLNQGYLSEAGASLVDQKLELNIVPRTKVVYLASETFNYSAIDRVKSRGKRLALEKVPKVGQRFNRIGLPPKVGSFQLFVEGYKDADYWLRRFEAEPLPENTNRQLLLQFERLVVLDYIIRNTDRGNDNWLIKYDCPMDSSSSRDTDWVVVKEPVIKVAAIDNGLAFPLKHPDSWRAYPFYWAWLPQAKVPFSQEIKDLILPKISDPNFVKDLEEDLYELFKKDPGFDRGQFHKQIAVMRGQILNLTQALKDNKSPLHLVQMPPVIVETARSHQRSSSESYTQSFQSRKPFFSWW
#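 PI4K2A activity was measured by ADP-Glo luminescence: enzyme (4 ug/mL stock) and phosphatidylinositol (1.2 mM stock) in Tris pH 7.5/MgCl2/EGTA/Triton X-100 buffer were reacted with ATP (300 microM stock) for one hour at ambient temperature.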
# TrxR1 substrate – rat thioredoxin reductase 1 substrate activity; O89049; purified TrxR1 substrate turnover, NADPH consumption readout; Potency, µM (top dose mostly 114 µM), inactives show at the highest dose activity change, negative = substrate turnover; actives 0.01% (n = 390,000); also: potency is read from the fitted curve at half-maximal effect; % is scaled to controls: 0 for no effect and ±100 for the full control effect; nearly all actives have a fitted effect of over 50% in size
#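 Rat TrxR1, dispensed at 90 nM, was prereduced with 400 uM NADPH (final) for 5 min at ~22 deg C, then incubated with compound 15 min before 400 uM selenite. A first-read NADPH fluorescence drop versus no-compound background flagged substrates.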
# rTrxR1 inhibitor – blocks rat thioredoxin reductase 1; O89049; recombinant rTrxR1, NADPH fluorescence consumption, selenite substrate; Potency, µM (highest dose often 114 µM), inactives show top-dose activity change, negative = inhibition, usual class: inhibitors; actives 1% (n = 390,000); also: potency is read from the fitted curve at half-maximal effect; % is scaled to controls: 0 for no effect and ±100 for the full control effect; nearly all actives have a fitted effect of over 65% in size
#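 Rat TrxR1 (90 nM in the dispensed reagent) was pre-reduced with 400 uM NADPH for 5 min at room temperature, then incubated with compound for 15 min. After 400 uM selenite was added, NADPH fluorescence (Ex 340/Em 450 nm) was followed for 8 min.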
# GLS inh – inhibitors of human glutaminase (GLS); AID 624170; actives 0.21% (n = 410,000); O94925; GLS enzymatic activity, qHTS titration; Potency, µM (top dose mostly 45.5 µM), inactives show at the highest dose activity change, negative = inhibition, usual class: inhibitors; also: potency is read from the fitted curve at half-maximal effect; % is scaled to controls: 0 for no effect and ±100 for the full control effect
#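 Coupled fluorescence readout: glutamate oxidase/HRP/Amplex Red detect glutamate formed by hKGA from L-glutamine (1 mM solution added). Buffer 45 mM KH2PO4 pH 8.2, 0.02% Tween-20; reads at t0 and 30 min RT.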
# Pin1 inh – inhibitors of human Pin1; actives 0.009% (n = 390,000); Pin1 FP peptide displacement, HiFluor488, 10 min; Potency, µM (highest dose often 115 µM), inactives show at the highest dose activity, negative = inhibition, actives largely listed as inhibitors; Q13526; active = well fitted inhibition curve with a large enough effect in the polarisation, with a control signal flat, not every such curve was filed as active; inconclusive = small, poorly fitted or top-dose-only effect, or effect the other way, or a change in a side signal; inactive = no such curve, though single readings can be large or run the other way; the % refers to the polarisation; also: potency is read from the fitted curve at half-maximal effect; % is scaled to controls: 0 for no effect and ±100 for the full control effect
# Target sequence (Q13526 whole entry, looked up): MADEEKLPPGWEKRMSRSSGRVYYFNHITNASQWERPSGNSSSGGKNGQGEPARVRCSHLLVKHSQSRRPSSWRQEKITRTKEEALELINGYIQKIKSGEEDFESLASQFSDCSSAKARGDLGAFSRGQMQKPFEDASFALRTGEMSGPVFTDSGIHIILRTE
# * = called active by the depositor; ? = inconclusive; / = no result given; & = joins results of further samples; [ ] = remark or other dose. Unless noted, calls follow the shape of the dose curve; as a rule, active = well fitted curve in the direction sought with a large enough effect; inconclusive = small, poorly fitted or top-dose-only effect, or another doubt; inactive = no such curve, though single readings can be large; an effect the other way counts as inactive or inconclusive. A portion of the library (hit frequency here may not be typical).
HP1b chromo inh	PI4K2A block	TrxR1 substrate	rTrxR1 inhibitor	GLS inh	Pin1 inh	Structure
/	-2	/	/	/	/	O=C(NN=Cc1ccccc1C(F)(F)F)c1cc(-c2ccc(Cl)cc2)n[nH]1
/	6	/	/	/	/	CCC(=O)OCCCN1CCC2(CCC(c3ccccc3)CC2)C1=O (stereo unspecified)
/	3	/	/	/	/	O=C(Nc1ccc(F)cc1)C(c1ccnc2ccccc12)N1CCN(CC(=O)N2CCCC2)CC1 (stereo unspecified)
/	3	/	/	/	/	O=C(c1ccccc1C(F)(F)F)N1CCC(Oc2cccnc2)CC1
/	-26	/	/	/	/	C[n+]1c2cc(N)ccc2cc2ccc(N)cc21 (tested in a mixture with another compound)
/	-7	/	/	/	/	CC(=O)OC12CCCN(C1)/C(=C/c1ccncc1)C2 (stereo unspecified)
/	-5	/	/	/	/	CC(C)CN(CC(C)C)C(=O)CSc1nc2cccnc2n1C
/	0	/	/	/	/	COc1ccc(CN2CCC(CNC(=O)Nc3ccccc3)CC2)cc1
/	2	/	/	/	/	O=C(Cn1c(-c2cncs2)nc2ccccc21)NC1CCCCC1
/	-3	/	/	/	/	COc1ccc(S[C@]2(C(=O)N(C)C)CC(=O)N(C(=O)CCc3ccccc3)[C@@H]2c2ccc(OC)cc2)cc1
/	-3	/	/	/	/	CCC[C@H]1[C@@H](NCc2ccccc2)CC[C@@]23CCCN2C(=O)CCC[C@@H]13
/	3	/	/	/	/	O=C(NCC1COCCO1)C1CCN(S(=O)(=O)c2ccc(Br)s2)CC1 (stereo unspecified)
3%[57 µM]	/	13µM*	14µM*	/	/	Cc1ccccc1-c1nc2c(=O)n(C)c(=O)nc-2n(C)n1
20µM*	/	20µM*	?	/	/	CC(=O)Oc1ccc2nonc2c1OC(C)=O
25%	/	287%[activator]	47%	/	/	N[C@@H](C(=O)O)c1ccc(O)c(C(=O)O)c1
/	/	-2%	-5%	2%	/	CN1c2c(nc(N)[nH]c2=O)NCC1CNc1ccc(C(=O)NC(CCC(=O)O)C(=O)O)cc1 (stereo unspecified)
/	/	1%	16%	-2%	/	CN[C@H](C)CCC=C(C)C
/	/	34%[activator]	71µM*	0%	/	O=S(=O)(O)c1ccc2c(N=Nc3ccc(S(=O)(=O)O)c4ccccc34)c(O)c(S(=O)(=O)O)cc2c1
/	/	4%	5%	16%	/	CN1CC[C@H](CN2c3ccccc3Sc3ccccc32)C1
/	-5	/	/	/	-5%	O=C(OCC#CCSc1nnc(-c2cccc(F)c2)o1)c1ccc(F)cc1
/	4	/	/	/	-4%	CCOc1ccc(-c2csc(N3CCC(C(N)=O)CC3)n2)cc1
/	-2	/	/	/	4%	Cc1nc2ccccn2c1P(=O)(c1ccccc1)c1ccccc1
/	3	/	/	/	46%[activator]	O=C(OCC#CCSc1nnc(-c2ccc(Cl)cc2)o1)c1ccc(F)cc1
/	-6	/	/	/	?	CC(=O)Nc1sc2c(c1-c1nc3ccccc3s1)CCN(C)C2
/	-5	/	/	/	?	Oc1ccc(CCc2ccccc2)c2cccnc12
/	-11	/	/	/	-2%	N=c1c2c(ccn1CCCCc1ccccc1)Oc1ccc3ccccc3c1C2c1ccccc1 (stereo unspecified)
/	-1	/	/	/	21%	NC(=O)C1CCN(c2nc(-c3ccc4c(c3)CCO4)cs2)CC1
/	-3	/	/	/	5%	Cc1cc(C)n2ncc(C(=O)Nc3ccc4c(c3)CCC4)c2n1
/	-5	/	/	/	5%	Nc1cccc(S(=O)(=O)N2CCCN(S(=O)(=O)c3ccc4c(c3)OCCO4)CC2)c1
/	-4	/	/	/	-3%	c1ccc2sc(-c3csc4c3CCNC4)nc2c1

# Following part.
HP1b chromo inh	PI4K2A block	TrxR1 substrate	rTrxR1 inhibitor	GLS inh	Pin1 inh	Structure
/	0	/	/	/	-2%	CS(=O)(=O)c1ccc(C(=O)OCC#CCSc2nnc(-c3cccc4ccccc34)o2)cc1
/	-5	/	/	/	-1%&9%&-4%&1%	O=S(=O)(c1ccc2c(c1)OCCO2)N1CCN(S(=O)(=O)c2c(F)cccc2F)CC1
/	-4	/	/	/	5%	O=C1CCCC2=C1C1(CCCC1)N=C(Nc1nc3cc(Br)ccc3o1)N2
/	0	/	/	/	-4%	COc1ccc(S(=O)(=O)NC2CCN(C#N)CC2)cc1
/	-8	/	/	/	9%	CN(C)c1cccc(-c2nccc(N3CCC(C(N)=O)CC3)n2)c1
/	-3	/	/	/	2%	CSc1ccc(-c2cnc(N3CCC(C(N)=O)CC3)s2)cc1
/	-1	/	/	/	-4%	COc1ccc(C2NC(=O)c3ccccc3N2)cc1COc1ccc(NC(C)=O)cc1 (stereo unspecified)
/	-1	/	/	/	?	CC(=O)Nc1sc2c(c1-c1cc3ccccc3o1)CCNC2
/	0	/	/	/	1%	O=C(OCC#CCSc1nnc(-c2cccc3ccccc23)o1)c1csc2ccccc12
/	-2	/	/	/	-4%	O=S(=O)(c1ccc2c(c1)OCCCO2)N1CCN(S(=O)(=O)c2c(F)cccc2F)CC1
/	6	/	/	/	1%	O=C(OCC#CCSc1nnc(-c2ccc3ccccc3c2)o1)c1cccs1
/	-5	/	/	/	7%	Cn1c(NC2=NC3(CCCC3)C3=C(CCCC3=O)N2)nc2ccccc21
/	9	/	/	/	1%	COc1cc(OC)cc(-c2csc(N3CCC(C(N)=O)CC3)n2)c1
/	-1	/	/	/	-1%	O=C(OCC#CCSc1nnc(-c2cc3ccccc3cc2O)o1)c1ccc(F)cc1
/	-9	/	/	/	-2%	Oc1ccc(Oc2ccccc2F)c2cccnc12
/	-3	/	/	/	20%	O=C(OCC#CCSc1nnc(-c2c[nH]c3ccccc23)o1)c1ccc(F)cc1
/	-11	/	/	/	36%[activator]	CN(C)c1cccc(-c2cnc(N3CCC(C(N)=O)CC3)s2)c1
/	6	/	/	/	-19%	Brc1ccc(-c2csc(N3CCC(c4nn[nH]n4)CC3)n2)cc1
/	-3	/	/	/	41%&19%[activator]	COc1cccc(C2c3c(ncn(-c4ccccc4)c3=N)Oc3ccc4ccccc4c32)c1 (stereo unspecified)
/	-4	/	/	/	?	Cc1nc(CNc2ncnc3ccc(-c4ccc5c(c4)OCO5)cc23)cs1
/	0	/	/	1%	/	CC1(C(=O)NCc2cccs2)Cc2c(-c3ccccc3)ccnc2O1 (stereo unspecified)
/	0	/	/	1%	/	CCCNC(=O)C1(C)CCCN(C(=O)COc2ccc(Cl)cc2Cl)C1 (stereo unspecified)
/	-8	/	/	11%	/	OCCCNc1ncnc2c1ncn2[C@H]1CN(C2CCCC2)C[C@@H](CO)O1
/	-4	/	/	3%	/	CC(NC(=O)C1CCN(Cc2ccccc2)CC1)c1cccc2ccccc12 (stereo unspecified)
/	3	/	/	-2%	/	COC(=O)c1ccc(C(=O)N2CCCC(C)(C(=O)NS(=O)(=O)C3CC3)C2)cc1 (stereo unspecified)
/	-2	/	/	-2%	/	N#Cc1ccc(S(=O)(=O)N2CCCCC2c2cc(C(=O)Nc3cccc4c3CCCC4)no2)cc1 (stereo unspecified)
/	-1	/	/	10%	/	CC1(C(=O)NS(=O)(=O)C2CC2)CCCN(C(=O)c2ccccc2C(F)(F)F)C1 (stereo unspecified)
/	3	/	/	8%	/	Cc1ccc(NC(=O)[C@@H]2O[C@H](CO)[C@H](O)[C@H](O)[C@H]2O)cc1C(F)(F)F
/	6	/	/	-5%	/	COCCNC(=O)C1(C)CCCN(C(=O)c2ccc3ccccc3c2)C1 (stereo unspecified)
/	-2	/	/	1%	/	CCNC(=O)C1(C)CCCN1C(=O)c1cnc2ccccc2n1 (stereo unspecified)

# 3 compounds picked at random from those above:
HP1b chromo inh	PI4K2A block	TrxR1 substrate	rTrxR1 inhibitor	GLS inh	Pin1 inh	Structure
/	0	/	/	/	-4%	COc1ccc(S(=O)(=O)NC2CCN(C#N)CC2)cc1
/	-1	/	/	/	-4%	COc1ccc(C2NC(=O)c3ccccc3N2)cc1COc1ccc(NC(C)=O)cc1 (stereo unspecified)
/	3	/	/	-2%	/	COC(=O)c1ccc(C(=O)N2CCCC(C)(C(=O)NS(=O)(=O)C3CC3)C2)cc1 (stereo unspecified)

# Next section.
HP1b chromo inh	PI4K2A block	TrxR1 substrate	rTrxR1 inhibitor	GLS inh	Pin1 inh	Structure
/	-3	/	/	0%	/	COc1ccc(-c2csc(C(C)(O)c3ccccc3)n2)cc1OC (stereo unspecified)
/	0	/	/	-4%	/	Cc1cn([C@H]2C[C@H](O)[C@@H](CCC(=O)NCc3ccc4c(c3)OCO4)O2)c(=O)[nH]c1=O
/	1	/	/	-2%	/	CCNC(=O)C1CCCN(C(=O)C(c2ccccc2)c2ccccc2)CC1 (stereo unspecified)
/	1	/	/	2%	/	Cc1onc(-c2c(F)cccc2Cl)c1C(=O)Nc1cc2cc([N+](=O)[O-])ccc2oc1=O
/	1	/	/	3%	/	COC(=O)c1c(-c2ccccc2)oc2c1C(OCCO)CCC2 (stereo unspecified)
/	-1	/	/	1%	/	CC1(C(=O)NS(=O)(=O)c2ccc(F)cc2F)CCN1C(=O)c1ccccc1CCc1ccccc1 (stereo unspecified)
/	-1	/	/	6%	/	CSc1ncccc1C(=O)N1CCC1(C)C(=O)NC(C)C (stereo unspecified)
/	-5	/	/	13%	/	Fc1cccc(Cc2c(-c3cccc(Br)c3)nc3ccc(Cl)cn23)c1
/	4	/	/	-5%	/	COc1ccc(-c2csc(C(O)c3cccnc3)n2)cn1 (stereo unspecified)
/	1	/	/	3%	/	COc1cccc(C(NC(C)=O)c2nc(-c3ccccc3OC)cs2)c1 (stereo unspecified)
/	6	/	/	-2%	/	CCC(c1nnnn1-c1ccc2c(c1)OCCO2)N1CCN(C(=O)c2ccco2)CC1 (stereo unspecified)
/	4	/	/	1%	/	CC1(C(=O)Nc2ccc3c(c2)OCCO3)CCN1Cc1ccc2ccccc2c1 (stereo unspecified)
/	-15	/	/	8%	/	COc1ccc(Cl)cc1-c1cc(C(=O)NCc2ccccc2)[nH]n1
/	-4	/	/	14%	/	CC1(C(=O)NS(=O)(=O)c2ccc(F)cc2F)CCN1C(=O)C1(c2ccc(Cl)cc2)CC1 (stereo unspecified)
/	-9	/	/	-5%	/	CN(C)C(=O)c1cccc(-c2cnc3c(NC=O)cc(-c4ccccc4Cl)cn23)c1

# 3 entries out of the list, ordered by molecular weight, falling.
HP1b chromo inh	PI4K2A block	TrxR1 substrate	rTrxR1 inhibitor	GLS inh	Pin1 inh	Structure
/	-4	/	/	14%	/	CC1(C(=O)NS(=O)(=O)c2ccc(F)cc2F)CCN1C(=O)C1(c2ccc(Cl)cc2)CC1 (stereo unspecified)
/	-3	/	/	0%	/	COc1ccc(-c2csc(C(C)(O)c3ccccc3)n2)cc1OC (stereo unspecified)
/	1	/	/	3%	/	COC(=O)c1c(-c2ccccc2)oc2c1C(OCCO)CCC2 (stereo unspecified)

# For reference, 3 of the compounds above.
HP1b chromo inh	PI4K2A block	TrxR1 substrate	rTrxR1 inhibitor	GLS inh	Pin1 inh	Structure
/	-1	/	/	6%	/	CSc1ncccc1C(=O)N1CCC1(C)C(=O)NC(C)C (stereo unspecified)
/	-5	/	/	13%	/	Fc1cccc(Cc2c(-c3cccc(Br)c3)nc3ccc(Cl)cn23)c1
/	4	/	/	-5%	/	COc1ccc(-c2csc(C(O)c3cccnc3)n2)cn1 (stereo unspecified)
